From PubChem
Shn3 3UTR inh = reduction of Shn3 3'UTR firefly luciferase signal, primary screen, Schnurri-3 inhibitor project, cell-based, Clone20 osteoblasts, set 2 | Clone20 osteoblast Shn3 3'UTR firefly luciferase, 24 h | inhibition, % at 12.5 µM | actives 0.52% (n = 360,000) | AID 588674, 2011;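 active means mean inhibition of at least 75% with every replicate also reaching 75%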;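 further: 0% = median of neutral control wells and 100% = pilot-screen positive control compound; some compounds past the cut are filed as inactive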
NR2E3 ag-1 = inhibitors of NR2E3-RetCOR corepressor binding, primary screen, NR2E3 agonist project, biochemical, TR-FRET, GST-NR2E3, biotin-RetCOR; 1536-well; inhibition of corepressor binding, % at 4.78 µM; actives 0.12% (n = 320,000); AID 2300, 2010;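 active means percent inhibition above the cutoff of mean plus 3 SD of all tested compounds, set per screening campaign, cut at about 20% in these data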;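 further: 0% = DMSO wells and 100% = biotin wells as full block of FRET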
Target sequence (Q9Y5X4 whole entry, looked up): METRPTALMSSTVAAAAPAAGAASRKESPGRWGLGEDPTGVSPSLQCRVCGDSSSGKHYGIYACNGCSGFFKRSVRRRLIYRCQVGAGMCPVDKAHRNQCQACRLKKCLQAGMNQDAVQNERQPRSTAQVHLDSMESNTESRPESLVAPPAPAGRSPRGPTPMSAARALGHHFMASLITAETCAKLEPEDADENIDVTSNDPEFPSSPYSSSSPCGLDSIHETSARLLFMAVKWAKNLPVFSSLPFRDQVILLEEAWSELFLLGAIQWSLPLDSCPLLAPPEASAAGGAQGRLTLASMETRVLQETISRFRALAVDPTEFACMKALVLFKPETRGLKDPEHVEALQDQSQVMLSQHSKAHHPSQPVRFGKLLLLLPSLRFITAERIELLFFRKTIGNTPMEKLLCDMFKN
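System: GST-tagged NR2E3 plus biotinylated RetCOR corepressor; Amount: 1.35 nM GST-tagged NR2E3 final; Dosing: single nominal compound dose of 4.8 µM; Schedule: 5 h incubation at 4 °C; Technique: TR-FRET with europium anti-GST and streptavidin-D2, 340 nm excitation; Controls: biotin wells as high control, 0.6% DMSO wells as low control.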
KKLEB cytotox = cytotoxicity in KKLEB CF airway cells, primary screen, cytotoxicity control for CF NF-kB inhibitor project, cell-based, uHTS, fluorescence assay plates | actives 0.36% (n = 360,000) | AID 602141, 2011 | activity change (cytotoxicity), % at 5 µM | KKLEB CF airway cells viability, ATPlite luminescence, overnight; hits give low values; cells stimulated with P. aeruginosa culture filtrate;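 active means corrected activity change at or below -50% at 5 µM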
C8 TRAIL sens = viability loss with TRAIL in NB7+C8 cells, primary screen, TRAIL sensitizer project, cell-based, ATPlite luminescence; inhibition (viability loss, TRAIL sensitization), % at 10 µM; AID 624354, 2012; actives 1% (n = 360,000);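 active means compounds causing at least 50% loss of cell viability in the single-dose screen, relative to plate controls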
NR2E3 ag-2 = NR2E3 agonists in two-hybrid cells, primary screen, cell-based, luminescence, CHO-S, Gal4-NCOR/VP16-NR2E3; Photoreceptor-specific nuclear receptor (Homo sapiens), Q9Y5X4; luciferase; inhibition of corepressor binding, % at 3.98 µM; actives 0.35% (n = 360,000); AID 602229, 2012;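 active means inhibition above the mean of all tested compounds plus 3 SD, cut at about 70% in these data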;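 further: 0% = DMSO with NR2E3 transfected cells and 100% = cells lacking NR2E3 construct; higher means lower luciferase signal from less NR2E3 corepressor binding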
HIF-2a block = HIF-2a reporter inhibitors, primary screen, luminescence, 786-0 RCC cells. AID 624352, 2012. inhibition, % at 18.8 µM. 786-0 RCC cells HIF-2a reporter, luciferase luminescence, overnight. actives 0.72% (n = 360,000);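 active means inhibition of the luminescence signal of 40% or more relative to plate controls, in a single-dose primary screen at 18.75 µM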
CF NFkB inh = inhibitors of PAF-induced NF-kB signaling, primary screen, cell-based, GFP fluorescence, uHTS; KKLEB NF-kB-GFP reporter, GFP fluorescence overnight; inhibition, % at 5 µM; actives 0.86% (n = 360,000);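 active means at least 50% inhibition at 5 µM, scaled per plate between neutral and stimulator controls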;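 further: PAF is a Pseudomonas aeruginosa culture filtrate used as stimulus; plate controls were PAF-stimulated DMSO wells for no effect and unstimulated DMSO wells for full effect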
Peg3 promoter = Peg3 promoter-driven luciferase inhibitors, primary screen, cell-based, HeLa, luciferase luminescence | HeLa PEG-Prom luciferase reporter, overnight | inhibition, % at 20 µM | AID 588405, 2011 | actives 1.7% (n = 360,000);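 active means inhibition of at least 50% at 20 µM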
MITF TRPM1 inh = inhibitors of MITF-dependent TRPM1 promoter reporter, primary screen, cell-based, SK-MEL-5, single point, luciferase; AID 488899, 2010; inhibition, % at 12.5 µM; actives 0.83% (n = 330,000); SK-MEL-5 TRPM1 promoter luciferase, 24 h;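 active means mean inhibition across replicates of 60% or more, whatever share of single replicates reaches that level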; further: values of inactives mirror those of a sister screen read the other way
TROY NFkB inh = inhibitors of TROY-driven NF-kB signaling, primary screen, Q293 LMP1-TROYcd cells, NF-kB luciferase, uHTS. Q293 LMP1-TROYcd NF-kB luciferase reporter, 4 h. inhibition, % at 10 µM. actives 0.98% (n = 360,000). AID 1347056, 2019;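 active means compounds whose plate-normalised and pattern-corrected inhibition of the luciferase reporter signal at the single screening dose is 50% or more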
TWEAK Fn14 block = inhibitors of TWEAK-Fn14 signaling, primary screen, luciferase reporter cells, uHTS | TWEAK-stimulated Fn14 reporter cells, luciferase luminescence, 8 h | inhibition, % at 10 µM | actives 2% (n = 360,000); in the data active means inhibition above about 50%
The depositor's hits bear a star; nt = no result given. Not all compounds are listed; count on the stated rates, not on these rows.

SMILES	Shn3 3UTR inh	NR2E3 ag-1	KKLEB cytotox	C8 TRAIL sens	NR2E3 ag-2	HIF-2a block	CF NFkB inh	Peg3 promoter	MITF TRPM1 inh	TROY NFkB inh	TWEAK Fn14 block
Cc1cccn2c(=O)c3cc(C(=O)N4CCN(C(=O)c5ccco5)CC4)n(C)c3nc12	-24	0	-10	-3	-12	13	-23	13	10	-6	-7
CCN(CC)S(=O)(=O)c1ccc2oc(Nc3ccc(OC)cc3OC)nc2c1	15	0	7	-3	-5	2	-11	-8	-2	-23	-7
CCOC(=O)c1cnc(-n2nc(C)cc2C)nc1NCCc1ccccc1	46	3	-25	14	86*	-44	-22	6	-3	4	17
Cc1ccsc1/C=N/NC(=O)CO	-22	0	7	-4	4	21	1	-19	12	-66	-16
CCc1ccc(N2C(=O)CN(Cc3cccs3)C2=S)cc1	6	-1	16	1	-50	-28	-44	-57	-28	-45	-10
Cc1oc(-c2cccc(Cl)c2)nc1CSCC(=O)O	-10	5	0	-8	8	43*	-8	16	27	26	17
CC(=O)c1ccc(OC(=O)C(CCS(C)(=O)=O)N2C(=O)c3ccccc3C2=O)cc1 (configuration not stated)	5	6	8	18	2	7	11	-2	-1	8	0
Cc1cc(NC(=O)Nc2ccc(Cl)c(Cl)c2)no1	-18	5	10	0	-42	-123	22	-98	-16	-18	-1
CC(C)[C@@H](CO)NS(=O)(=O)c1ccc(Br)cc1F	-16	nt	4	-4	-9	9	3	-14	3	-13	-6
CCCn1c(=O)c(C(=O)NNS(=O)(=O)c2ccc(NC(=O)OC)cc2)c(O)c2ccccc21	-7	1	-1	-6	5	13	12	25	3	17	-7
Cc1ccc2cc(CCNC(=O)c3ccc4c(c3)OCO4)c(=O)[nH]c2c1C	11	2	7	9	28	12	-10	9	8	-2	14
COc1ccc(S(=O)(=O)NCc2cccnc2)cc1Br	72	3	2	13	27	18	16	17	29	17	14
COc1ccc(S(=O)(=O)N2CCOCC2)cc1NC(=O)CCNC(=O)c1ccc(Br)cc1	22	3	-9	-2	0	1	18	20	3	3	7
C=CCNC(=O)CN1CCC(c2nc3ccccc3[nH]2)CC1	0	0	17	13	11	14	-5	18	16	-7	-7
O=C(O)c1cccc(NS(=O)(=O)c2ccc(NC(=O)c3ccco3)cc2)c1	17	-4	2	4	-31	-28	-11	-96	-7	2	4
O=[N+]([O-])c1cc(C(F)(F)F)cc([N+](=O)[O-])c1NN=C1CCCCC1	10	0	-1	1	-3	-49	-314	-22	-16	5	6
CN(C(=O)COc1ncnc2c1cnn2-c1ccccc1)C1CCCCC1	-10	-6	5	6	0	11	5	7	-1	11	20
O=C(CCCOc1ccc(Cl)cc1Cl)NNC(=O)c1ccc(NC(=O)c2ccccc2)cc1	13	-1	0	-1	6	25	2	15	-5	-4	-20
COc1ccc(OC)c(C(=O)CN2C(=O)NC(C)(c3ccccc3)C2=O)c1 (configuration not stated)	-21	-2	-15	-2	17	14	10	15	2	-3	-18
COc1cccc(OC)c1OCCN(C)C	-4	2	-5	-15	-16	22	7	1	-13	-2	-11

Arranged by molar mass (lowest first): three of the compounds above.
SMILES	Shn3 3UTR inh	NR2E3 ag-1	KKLEB cytotox	C8 TRAIL sens	NR2E3 ag-2	HIF-2a block	CF NFkB inh	Peg3 promoter	MITF TRPM1 inh	TROY NFkB inh	TWEAK Fn14 block
COc1cccc(OC)c1OCCN(C)C	-4	2	-5	-15	-16	22	7	1	-13	-2	-11
Cc1oc(-c2cccc(Cl)c2)nc1CSCC(=O)O	-10	5	0	-8	8	43*	-8	16	27	26	17
CCN(CC)S(=O)(=O)c1ccc2oc(Nc3ccc(OC)cc3OC)nc2c1	15	0	7	-3	-5	2	-11	-8	-2	-23	-7

(listing goes on)
SMILES	Shn3 3UTR inh	NR2E3 ag-1	KKLEB cytotox	C8 TRAIL sens	NR2E3 ag-2	HIF-2a block	CF NFkB inh	Peg3 promoter	MITF TRPM1 inh	TROY NFkB inh	TWEAK Fn14 block
COc1ccc2cc3cc(C(=O)N4CCN(c5ccccc5)CC4)oc3nc2c1	10	-1	-23	2	-27	-7	18	18	3	-40	-2
CC(C)NC(=O)c1[nH]nc2c1CCc1ccccc1-2	-79	nt	17	-2	-75	-142	-24	-93	nt	25	-1
c1ccc(CSc2ncnc3c2ncn3C2CCCCO2)cc1 (configuration not stated)	-45	nt	6	2	-100	-246	11	-361	-107	-25	-8
Cc1ccccc1NC(=S)N=Nc1c(O)n(C)c2ccc(S(=O)(=O)N3CCOCC3)cc12	45	3	-10	24	8	19	12	24	0	-15	15
O=C(NCCN1CCN(C(=O)c2cccc(Br)c2)CC1)C(=O)NCc1ccccc1	7	3	8	3	7	6	-7	23	-1	3	-4
COc1cccc(CC(=O)Nc2nc(C)cs2)c1	-2	-2	3	0	-44	-110	13	-88	-13	-39	4
COc1cccc(-c2nc(-c3ccccc3)nc(N3CCN(C)CC3)c2C#N)c1	5	1	-18	-2	-13	3	4	25	-6	-9	-1
O=C(Nc1ccc2[nH]ccc2c1)c1ccccc1	-26	3	-10	84*	-69	-178	-16	-148	-41	-43	-11
COc1cccc(CNC(=O)[C@@H]2CCCN2C(=O)[C@@H]2CCCN2C(=O)c2cccc3ccccc23)c1	nt	nt	nt	-5	-22	8	nt	nt	nt	3	29
COCCSc1nnc(NC(=O)CCS(=O)(=O)c2ccccc2)s1	-12	3	-10	10	-11	-19	12	5	2	-4	15
O=C(Cn1c(=O)sc2ccccc21)Nc1ccc(S(=O)(=O)N2CCCC2)cc1	1	2	12	-2	-13	18	-26	12	2	-2	25
O=C(/C=C/c1ccco1)N(Cc1cccc(F)c1)C1CCS(=O)(=O)C1 (configuration not stated)	-7	-2	4	-9	-16	2	-10	11	-5	9	14
Nc1nc(SCC(=O)O)[nH]c(=O)c1NC(=O)c1ccccc1F	-30	2	-1	-1	-35	3	-2	6	6	-6	-5
Cc1ccc(C2(C)CC(C)(C)N(C(=O)CSc3nnc(C)s3)c3ccccc32)cc1 (configuration not stated)	8	0	3	4	13	15	28	48	-3	12	15
O=S1(=O)N=CN(Cc2cccc(F)c2)c2ccccc21	11	5	0	7	4	8	-18	16	-1	7	12
Cc1ccc(C(NC(=O)C2CCN(CCOc3ccc(Cl)cc3Cl)CC2)c2ccccn2)cc1 (configuration not stated)	-4	nt	-1	-1	10	-4	-10	106*	nt	14	21
COc1ccccc1C(=O)O/N=C(/C)c1ccc(N2C(=O)C3CCCCC3C2=O)cc1 (configuration not stated)	-3	2	11	0	2	-13	-19	-17	-2	10	0
O=S(=O)(c1ccc2nc(SCc3ccc(Cl)cc3)[nH]c2c1)N1CCOCC1	14	-1	-4	-2	6	17	-2	15	9	-5	0
CN(CC(=O)NC(=O)NC1CCCCC1)CC(=O)Nc1ccc(OC(F)(F)F)cc1	18	0	-6	7	15	10	1	25	9	-25	5
COC(=O)[C@@]1(C)[C@H]2C(=O)N(Cc3ccccc3)C(=O)[C@H]2[C@H]2CN=C(SCC(=O)c3ccccc3)N21	-18	nt	10	-10	-32	-12	-2	-31	-5	-29	-55
CCOC(=O)c1ccccc1NC(=O)CSc1nnc(C(C)C)n1CC	-6	2	0	2	3	11	-4	11	3	-17	-17
Cc1c(C)c2ccc(OCC(=O)NCCc3c[nH]c4ccccc34)cc2oc1=O	0	nt	1	-14	-5	-10	-4	-8	nt	-18	-12
C#CCOCCOCCOCCNc1nc(N2CCN(C(=O)CCCCCCCCCCNC(=O)[C@H](CCCCN)n3cc(C)nn3)CC2)nc(N2CCN(C(=O)CCCCCCCCCCNC(=O)[C@@H]([C@H](C)O)n3cc(C)nn3)CC2)n1	10	0	11	26	1	5	-3	50*	39	-25	-1
Cc1occc1C(=O)NNC(=O)Cc1ccccc1	2	0	-9	-2	-2	-6	5	24	-17	-12	-10
COc1ccc(NC(=S)NCCc2ccc(F)cc2)c(OC)c1	-11	-2	-9	-1	-11	16	16	-7	4	12	-5
CCC(CC)C(=O)Nc1c2c(nn1-c1ccc(C)cc1)CS(=O)(=O)C2	1	1	-4	-2	-3	13	3	8	-9	-16	-25
OCCC1CN(CCCc2ccccc2)CCN1CCc1ccccc1 (configuration not stated)	24	-2	1	-9	-8	5	-16	13	4	-9	-9
Cc1ccc(CC2C(=O)N(c3cc(Cl)ccn3)C(=O)C2C)cc1 (configuration not stated)	-9	2	-8	-15	-25	-49	7	-20	-13	-36	-9
Cc1cccc(-n2c(O)c(C=Nc3ccccc3)c3ccccc3c2=O)n1	0	-1	15	-7	-7	4	-34	1	-8	9	3
C=CCNC(=S)NC1CC(C)(C)NC(C)(C)C1	13	-1	8	-9	10	14	-7	15	-8	20	-10
O=c1cccc(-c2ccc(Br)cc2)o1	-8	-2	-8	1	-16	-13	9	-20	-9	-6	-3
O=c1[nH]nc(Sc2ccccc2)c(=S)[nH]1	-28	nt	-7	0	2	11	6	6	nt	-20	23
O=C(NCC1CCCO1)c1nc2c(nnn2Cc2ccc(F)cc2)c(=O)[nH]1 (configuration not stated)	-20	2	4	-2	-30	6	-2	9	3	-6	8
COc1cc(OC)c(OC)cc1/C=N/NC(=O)CSc1ccccc1F	7	0	-3	-2	-17	0	-17	-4	-2	13	-17
COC(=O)c1ccc(S(=O)(=O)N(Cc2ccccc2)Cc2ccccc2)n1C	10	1	-12	-22	-17	18	18	20	7	-16	-15
O=C(CS(=O)(=O)c1ccc(Cl)cc1)Nc1nnc(-c2cccs2)o1	2	0	2	-3	-19	8	-31	2	14	3	7
CN(CC(=O)Nc1c(Cl)cccc1Cl)C(=O)c1cc(S(=O)(=O)N(C)C)ccc1N1CCCC1	-14	4	-10	2	-31	11	22	12	3	-19	-6
COc1cccc(NC(=S)N(CCCN2CCC(C)CC2)Cc2cccs2)c1	14	2	-4	14	7	7	-1	2	-2	10	-7
COc1ccc(S(=O)(=O)NCc2cc(=O)n(C)c(=O)n2C)cc1F	7	1	14	11	-22	18	-4	-1	5	5	8
Nc1nc(SCC(=O)Nc2ccc([N+](=O)[O-])cc2)[nH]c(=O)c1NC(=O)c1ccc(Br)o1	-2	-1	3	6	-10	12	-21	-34	-3	18	-4
Cn1ccnc1C1CCCCN1C(=O)c1cc(COc2ccc(F)cc2F)on1 (configuration not stated)	11	3	-10	-11	11	8	6	12	-9	-10	2
O=C(CSC1=NCCN1)NC12CC3CC(CC(C3)C1)C2	-53	-3	21	-1	-17	10	-3	-19	20	-3	45
CCOC(=O)N1CCN(C(=O)C(C)NC(=O)c2ccco2)CC1 (configuration not stated)	8	0	5	9	-13	19	-1	-3	14	15	-3
